ALOX12 inh – ALOX12 (human) lipoxygenase inhibition | Potency, µM (series often up to 108 µM), inactives show top-dose activity change, negative = inhibition, actives largely listed as inhibitors | P18054 | 1.1% of 580,000 active | AID 1671190 | purified 12hLO, xylenol orange hydroperoxide absorbance; note: % is set by controls: 0 for no effect and ±100 for the full control effect
Target sequence (P18054 whole entry, looked up): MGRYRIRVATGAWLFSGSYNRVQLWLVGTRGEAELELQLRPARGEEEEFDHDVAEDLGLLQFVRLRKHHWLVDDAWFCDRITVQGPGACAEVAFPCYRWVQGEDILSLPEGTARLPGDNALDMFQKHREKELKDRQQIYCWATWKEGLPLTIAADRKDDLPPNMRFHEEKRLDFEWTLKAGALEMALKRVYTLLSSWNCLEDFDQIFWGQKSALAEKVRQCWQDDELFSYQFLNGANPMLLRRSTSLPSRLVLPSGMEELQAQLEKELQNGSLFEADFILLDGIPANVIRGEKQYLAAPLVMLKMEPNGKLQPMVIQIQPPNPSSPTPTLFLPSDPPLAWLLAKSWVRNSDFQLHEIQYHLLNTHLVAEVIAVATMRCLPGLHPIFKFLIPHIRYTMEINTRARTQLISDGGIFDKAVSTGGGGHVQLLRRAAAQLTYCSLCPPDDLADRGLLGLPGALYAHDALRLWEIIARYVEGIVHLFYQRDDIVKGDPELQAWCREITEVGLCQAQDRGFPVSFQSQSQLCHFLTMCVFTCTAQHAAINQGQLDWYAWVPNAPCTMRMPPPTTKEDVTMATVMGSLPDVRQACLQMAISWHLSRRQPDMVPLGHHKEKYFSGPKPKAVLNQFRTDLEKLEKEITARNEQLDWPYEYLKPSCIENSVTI
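Purified human 12hLO at 150 nM in 25 mM Hepes, 0.01% Triton X-100, pH 7.0, preincubated 15 min at room temperature with compound. Reaction started with 40 uM arachidonic acid, 30 min at room temperature. Hydroperoxide measured by Fe-xylenol orange, 573/405 nm absorbance ratio.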
TrxR1 substrate – substrates of rat thioredoxin reductase 1 | 0.01% of 390,000 active | purified TrxR1 substrate turnover, NADPH consumption readout | Potency, µM (highest dose often 114 µM), for the others: at the top dose activity change, negative = substrate turnover | O89049; note: % is set by controls: 0 for no effect and ±100 for the full control effect; nearly all actives have a fitted effect of over 50% in size
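Rat TrxR1, dispensed at 90 nM, was prereduced with 400 uM NADPH (final) for 5 min at ~22 deg C, then incubated with compound 15 min before 400 uM selenite. A first-read NADPH fluorescence drop versus no-compound background flagged substrates.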
RGS4 inhibitor – human RGS4 inhibition; Potency, µM (titrated, usually from 114 µM), without a hit: at the highest dose activity change, negative = inhibition, hits mostly inhibitors; 0.039% of 390,000 active; P49798; Transcreener GDP fluorescence polarization, RGS4-accelerated GTP hydrolysis; note: % is set by controls: 0 for no effect and ±100 for the full control effect; nearly all actives have a fitted effect of over 75% in size; some results filed as inactive show a strong effect at the top dose
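MLSMR compounds (23 nl, pin-transferred) preincubated 10 min at room temperature with a 500nM (2x) first reagent, then RGS4 at 900nM (2x) plus Transcreener GDP mix added; fluorescence polarization (620/688 nm) read before and after 90 min at 30 °C.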
Vif-A3F inh – blocks the Vif interaction with APOBEC3F. HeLa A3F-eYFP + Vif (tagged APOBEC3F with the HIV-1 protein that degrades it), YFP fluorescence increase. Potency, µM (titrated, usually from 46.1 µM), without a hit: at the highest dose activity, negative = active. 0.2% of 390,000 active; note: % of control where 0% means no effect; nearly all actives have a fitted effect of over 65% in size
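HeLa cells stably expressing Vif plus C-terminally eYFP-tagged A3F were seeded, incubated overnight at 37 deg C, dosed with compound, incubated overnight again at 37 deg C. Yellow fluorescence (Ex 488/Em 500-530) reported blocked Vif-mediated A3F-eYFP degradation.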
RXFP1 ag – agonists of human relaxin receptor RXFP1 | AID 2676 | 0.3% of 370,000 active | Potency, µM (titrated, usually from 57.5 µM), without a hit: at the highest dose activation, actives largely listed as activators | HEK293T-RXFP1 cAMP TR-FRET, 30 min; response scale: percent of porcine relaxin response, buffer zero | Q9HBX9; note: % is set by controls: 0 for no effect and ±100 for the full control effect; nearly all actives have a fitted effect of over 60% in size; many of its hits are not listed in these tables
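cAMP rise read by TR-FRET after 30 min, 37C compound exposure (up to 58 uM) in RXFP1-transfected HEK293 cells with Ro 20174 present. EC50 from Hill-equation fits, with 29 nM porcine relaxin as 100% and buffer as basal.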
IDH1 R132H inh – human IDH1 R132H inhibition. IDH1-R132H enzyme, NADPH consumption, diaphorase/resazurin fluorescence. 0.093% of 390,000 active. AID 602179. Potency, µM (titrated, usually from 76.6 µM), inactives show at the top dose activity change, negative = inhibition, actives largely listed as inhibitors. O75874; note: % is set by controls: 0 for no effect and ±100 for the full control effect; nearly all actives have a fitted effect of over 65% in size
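IDH1-R132H (0.5 ug/mL) preincubated 30 min with compound, then NADPH (0.016 mM) and alpha-KG (2 mM) added; 80 min at RT, pH 7.5. Remaining NADPH coupled via diaphorase/resazurin to fluorescence (540/590 nm); concentration-response curves normalized to no-enzyme control.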
TrxR1 inh – inhibitors of rat thioredoxin reductase 1 | O89049 | recombinant rTrxR1, NADPH fluorescence consumption, selenite substrate | Potency, µM (top dose mostly 114 µM), for inactives: top-dose activity change, negative = inhibition, usual class: inhibitors | 1% of 390,000 active | AID 588453; note: % is set by controls: 0 for no effect and ±100 for the full control effect; nearly all actives have a fitted effect of over 65% in size
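Rat TrxR1 (90 nM in the dispensed reagent) was pre-reduced with 400 uM NADPH for 5 min at room temperature, then incubated with compound for 15 min. After 400 uM selenite was added, NADPH fluorescence (Ex 340/Em 450 nm) was followed for 8 min.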
Vif-A3G inh – blocks the Vif interaction with human APOBEC3G | Potency, µM (highest dose often 46.1 µM), inactives show top-dose activity, negative = active, hits mostly inhibitors | HeLa A3G-eYFP + Vif (tagged APOBEC3G with the HIV-1 protein that degrades it), YFP fluorescence, overnight | 0.076% of 410,000 active | Q9HC16;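 note: % is set by controls: 0 for no effect and ±100 for the full control effect; nearly all actives have a fitted effect of over 60% in size; hits raise eYFP signal because A3G escapes Vif-driven loss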
Target sequence (Q9HC16 whole entry, looked up): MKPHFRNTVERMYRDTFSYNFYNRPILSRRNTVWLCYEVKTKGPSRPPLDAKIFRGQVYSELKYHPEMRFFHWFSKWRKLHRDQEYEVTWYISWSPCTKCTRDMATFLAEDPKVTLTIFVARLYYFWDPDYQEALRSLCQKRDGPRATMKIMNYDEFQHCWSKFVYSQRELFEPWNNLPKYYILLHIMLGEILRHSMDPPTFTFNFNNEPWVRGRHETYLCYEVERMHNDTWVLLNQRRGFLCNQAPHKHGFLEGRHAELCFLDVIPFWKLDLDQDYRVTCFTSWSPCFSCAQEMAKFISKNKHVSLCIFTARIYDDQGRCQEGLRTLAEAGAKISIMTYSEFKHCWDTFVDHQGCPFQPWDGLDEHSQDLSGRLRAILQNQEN
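HeLa cells stably expressing Vif and C-terminally eYFP-tagged A3G, seeded overnight at 37 deg C, then exposed to compound by pintool overnight at 37 deg C. Rise in yellow fluorescence (Ex 488/Em 500-530, Acumen) marks blocked Vif-driven A3G degradation.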
USP1 inh – inhibitors of human USP1/UAF1 deubiquitinase | 0.23% of 390,000 active | AID 743255 | recombinant USP1/UAF1, Ub-Rhodamine cleavage fluorescence | Potency, µM (doses to about 57.1 µM), without a hit: at the top dose activity change, negative = inhibition, actives largely listed as inhibitors; note: % is set by controls: 0 for no effect and ±100 for the full control effect; nearly all actives have a fitted effect of over 60% in size; inactives centre near -12
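1 nM enzyme complex + cpd, 15 min RT; start with Ub-Rho 150nM final; kinetic fluorescence ex 480/em 540, 6 reads q60 s. Buffer 50mM HEPES pH 7.8, 0.5mM EDTA, 0.1 mg/ml BSA, 1mM TCEP, 0.01% Tween-20.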
* marks the source's active call; other numbers are inactive results; ? = inconclusive; / = no result given; [ ] = dose if it differs, or a comment. Calls come from the whole dose curve; as a rule, active = well fitted curve in the direction sought with a large enough effect; inconclusive = small, poorly fitted or top-dose-only effect, or another doubt; inactive = no such curve, though single readings can be large; an effect the other way counts as inactive or inconclusive. Potency is the fitted concentration of half-maximal effect.

SMILES	ALOX12 inh	TrxR1 substrate	RGS4 inhibitor	Vif-A3F inh	RXFP1 ag	IDH1 R132H inh	TrxR1 inh	Vif-A3G inh	USP1 inh
O=C(CN1C(=O)C2C3C=CC(C3)C2C1=O)OCC(=O)c1ccc(Br)cc1 (stereo not drawn)	-1%	1%	41%	-14%	-3.0%	-8%	22%	3%	-2%
Cc1c(O)ccoc1=O	13%	3%	1%	-3%	-0.9%	-6%	4%	-2%	-5%
O=C(c1cc2sccc2n1Cc1ccccc1)N1CCc2ccccc21	-4%	2%	-26%	-14%	1.8%	12%	10%	2%	-15%
Cc1ccc(C)n1NC(=O)c1ccccc1Cl	45µM*	-7%	-29%	-4%	0.1%	6%	-58%	1%	-20%
CCC1(c2ccccc2)NC(=O)N(CC#N)C1=O (stereo not drawn)	-1%	6%[11.4 µM]	-34%	-14%	0.5%	6%	26%	0%	?
COc1ccc(-c2nc3n(n2)C(c2cccnc2)C(C(N)=O)=C(C)N3)cc1 (stereo not drawn)	-11%	7%[57.1 µM]	14%	3%	-0.2%	9%	19%[57.1 µM]	2%	-18%
CC(=O)Nc1ccc2nc(C3CCCCC3)[nH]c2c1	-17%	-9%	7%	/	0.0%	6%	-14%	0%	-15%
CN(C)c1ccc(C(C[N+](=O)[O-])c2c(N)n(C)c(=O)n(C)c2=O)c(F)c1C#N (stereo not drawn)	/	9%	-21%	6%	1.2%	9%	3%	?	-10%
CC1=C(C(N)=O)C(c2ccc(Cl)c(Cl)c2)n2ncnc2N1 (stereo not drawn)	26%	4%	4%	-1%	-0.8%	9%	11%	-5%	-3%
CC(=O)c1ccc(N2C(=O)Nc3ccccc3S2(=O)=O)cc1	0%	-5%[57.1 µM]	37%	1%	-1.2%	12%	7%[57.1 µM]	0%	-24%
COc1ccc(N2C(=O)C3NN=C(C(=O)OCc4ccccc4)C3C2=O)cc1 (stereo not drawn)	-1%	-1%	2%	-38%	-1.0%	-1%	5%	-1%	-26%
Cc1cc(C)cc(NC(=O)N2CCN(C/C=C/c3ccccc3)CC2)c1	-8%	-2%	4%	-9%	0.8%	-11%	7%	-5%	-21%
CCCn1c(=O)c(C(=O)NNC(=O)c2ccccc2Cl)c(O)c2ccccc21	-7%	13%[0.0914 µM]	-8%	-2%	3.9%	-5%	15%[57.1 µM]	1%	-10%
Cc1ccc2cc(CN(CCCO)S(=O)(=O)c3ccccc3F)c(=O)[nH]c2c1C	-20%	0%[57.1 µM]	13%	6%	0.8%	-6%	-1%[57.1 µM]	2%	1%
CC1CC(C)CN(C(=O)COC(=O)CCc2nc3ccccc3c(=O)[nH]2)C1 (stereo not drawn)	-20%	-3%	-26%	1%	1.0%	2%	-9%	-7%	-9%
O=C(NCC(c1cccnc1)N1CCOCC1)NC1CCCCC1 (stereo not drawn)	-1%	0%	5%	5%	1.7%	8%	1%	-1%	-9%
N#Cc1ccsc1NC(=O)COC(=O)CCCSc1nc2ccccc2s1	26%	-6%	0%	-8%	0.6%	2%	-8%	0%	-6%
Cc1ccc(CN2CC(C(=O)NNC(=O)Cn3ccc(C(F)(F)F)n3)CC2=O)cc1 (stereo not drawn)	22%	-5%	22%	-15%	-0.2%	1%	-3%	-1%	-3%
COc1ccc(S(=O)(=O)N(C)C[C@H]2OCc3cnnn3CCCC(=O)N([C@H](C)CO)C[C@@H]2C)cc1	-14%	/	/	0%	/	1%	/	-3%	-4%
CC1CN(S(=O)(=O)c2cccc(C(=O)N3CCC(C(N)=O)CC3)c2)CC(C)O1 (stereo not drawn)	12%	-2%	-11%	3%	/	3%	6%	4%	-8%
CCOCCOC(=O)C1=C(C)Nc2ccc(C)cc2S1	?	6%	-51%	-5%	-2.0%	12%	22%	0%	-7%
C[C@H](CO)N1C[C@H](C)[C@@H](CN(C)C(=O)Nc2ccccc2)Oc2ccc(NC(=O)Cc3ccccc3)cc2C1=O	-2%	-1%[57.1 µM]	-4%	3%	/	0%	-15%[57.1 µM]	-2%	-34%
Cc1ccc(N2CC(NC(=O)C3CC3)CC2=O)cc1C (stereo not drawn)	-25%	-4%[57.1 µM]	-7%	0%	-0.1%	-3%	0%[57.1 µM]	-2%	?
Cc1nn(-c2ccccn2)c(C)c1Oc1ccccc1O	-18%	5%[57.1 µM]	3%	-10%	-0.4%	5%	4%[57.1 µM]	?	-4%
COC(C[C@@H]1O[C@H]1[C@H](O)COCc1ccccc1)OC	4%	7%[57.1 µM]	9%	4%	-0.1%	-7%	9%[57.1 µM]	1%	-6%
CC1CCCN(C(=O)c2cc3c(=O)n(C)c4ccccc4c3s2)C1 (stereo not drawn)	-20%	7%	-14%	1%	0.9%	-7%	8%	3%	-5%
CC(C)(C)c1ccc(Oc2coc3cc(OCC(=O)O)ccc3c2=O)cc1	0%	5%[57.1 µM]	-9%	-19%	-2.7%	-1%	6%[57.1 µM]	0%	-15%
COc1ccc(N2CCN(C(=O)CCCCCn3c(=S)[nH]c4cc5c(cc4c3=O)OCO5)CC2)cc1	/	1%	-7%	-1%	?	-2%	8%	-1%	-11%
CCOC(=O)c1[nH]c(C)c(CCC(=O)Nc2ccc(N(CC)CC)cc2C)c1C	?	-3%[57.1 µM]	-7%	-9%	-2.7%	3%	6%[57.1 µM]	-3%	-9%
Cc1cc(OC(=O)c2ccccc2Cl)cc(=O)n1C	23%	13%[57.1 µM]	-1%	8%	1.6%	2%	-60%	-10%	-16%
NNc1nc(-c2ccccc2)cc(-c2ccccc2)n1	-7%	0%	-32%	-10%	-0.4%	12%	11%	7%	-22%
Cn1cnc([N+](=O)[O-])c1SCCO	19%	5%[57.1 µM]	1%	12%	-1.7%	0%	?	1%	7%
S=C(NCCN1CCCCC1)Nc1ccccc1	-17%	1%	-14%	-1%	-2.4%	-6%	4%	2%	-5%
O=C(c1ccc(Cl)c(F)c1F)N1CCCC1	0%	-1%[57.1 µM]	38%	-14%	-0.6%	1%	14%[57.1 µM]	1%	-10%
CCOc1ccc(C(=O)Nc2ccc3nc(SCC(=O)N4CCCC4)sc3c2)cc1	0%	2%	16%	0%	0.4%	-7%	22%	3%	11%
COc1ccc(CCCNC(=O)C2CCC(=O)N(CCc3cccc(F)c3)C2)cc1 (stereo not drawn)	2%	-2%	-9%	4%	0.2%	1%	6%	1%	-14%
Cc1cc(NC(=O)CSc2nc3c(C)cccc3cc2C)no1	-12%	-4%	18%	-4%	3.5%	-4%	2%	-5%	-2%
CCCCN=C1N/C(=C\c2ccco2)C(=O)N1c1ccccc1	?	1%	-42%	0%	1.6%	8%	?	-6%	-26%
COc1ccccc1NC(=O)COc1ccc(C(=O)OCC(=O)NC(C)(C)C)cc1OC	-10%	-7%[57.1 µM]	-6%	?	-1.0%	2%	14%[57.1 µM]	-2%	-23%
Cc1nc2nc(CNC(=O)OC(C)(C)C)nn2c(C)c1CCC(=O)Nc1ccc2c(c1)OCO2	7%	-12%	1%[56.9 µM]	-5%	3.4%	-7%	-24%	-5%	-7%
COCCNC(=O)C(c1cccs1)N(C(=O)Cn1nnc2ccccc21)c1ccc(OC)cc1 (stereo not drawn)	82%[activator][57.4 µM]	6%[57.1 µM]	-15%[11.4 µM]	-3%	-0.8%	4%	11%	0%	-2%
COc1ccccc1CNC(=O)CCCN1C(=O)COc2ccc(C)cc21	-21%	3%	-22%	1%	0.3%	5%	10%	-3%	-14%
CCc1cc2cc(C)c(C)cc2nc1SCC(=O)NNC(=O)c1ccco1	-18%	5%[57.1 µM]	-23%	-2%	0.0%	3%	1%	-2%	-2%
Cc1cccc(NS(=O)(=O)c2ccc3c(c2)OCC(C(=O)N2CCCC2)O3)c1C (stereo not drawn)	7%	-1%[57.1 µM]	-8%	0%	0.2%	-6%	6%[57.1 µM]	4%	-22%
COc1ccc(C(O)P(=O)(OCc2ccccc2)c2ccc(N(C)C)cc2)cc1 (stereo not drawn)	10%	0%	16%	0%	-1.3%	-9%	10%	0%	-8%
CCn1c(CN2CCN(c3cccc(C)c3C)CC2)n[nH]c1=S	?	-8%[57.1 µM]	-44%	-2%	1.9%	5%	7%[57.1 µM]	0%	-3%
Cc1c(N2C(=O)/C(=C\c3ccc(N(C)C)cc3)N(C)C2=S)c(=O)n(-c2ccccc2)n1C	?	?	-27%	?	-0.9%	2%	?	?	?

These rows are one share of the data, so the mix of outcomes need not match the whole.
